Compound activity from PubChem.
p53ts 32C kill: p53ts cell cytotoxicity, permissive temperature. AID 924. 130,000 tested, 0.93% active. Potency, µM (series often up to 46.1 µM), for inactives: at the highest dose activity change, negative = cytotoxicity, actives largely listed as cytotoxic. H1299-p53A138V at 32C, ATP luminescence viability, 24 h;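 further: 0% = DMSO and -100% = full killing by reference compound; nearly all actives have a fitted effect of over 55% in size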
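Viability by ATPlite luminescence after 24 h compound treatment (up to 46 uM) at the permissive 32C. Cells are H1299 carrying p53 A138V. Scale runs from DMSO basal to 100 uM tamoxifen as full kill; AC50 from Hill fits.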
p53ts 39C kill: cytotoxicity in p53ts cells at nonpermissive temperature; H1299-p53A138V viability at 39C, ATP luminescence, 24 h; 130,000 tested, 1.5% active; AID 902; Potency, µM (top dose mostly 46.1 µM), without a hit: top-dose activity change, negative = cell killing, hits mostly cytotoxic; further: nearly all actives have a fitted effect of over 55% in size
IkB signaling: inhibitors of IkB signaling in ABC-DLBCL cells; ABC-DLBCL IkBa-CBG/CBR dual luciferase ratio, 4 h; response scale: scaled: untreated 0%, proteasome inhibitor 100%; AID 445; 110,000 tested, 0.04% active; Potency, µM (titrated, usually from 57.1 µM), for inactives: at the highest dose IkBa stabilization activation; active means well fitted curve in the direction sought with a large enough effect in the signal ratio, not every such curve was filed as active; inconclusive means small, poorly fitted or top-dose-only effect, or a change in a side signal; the % refers to the signal ratio;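 further: the direction sought is a rising ratio; 0% = basal untreated cells and 100% = reference inhibitor full response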
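Luminescence ratio of IκBα-fused green versus native red beetle luciferase in OCI-Ly3 cells, 4 h post-doxycycline with compound; red signal alone, scaled from basal (0%) to zero light (-100%), flagged nonspecific or cytotoxic effects.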
Imprint erasure: induces erasure of genomic imprints in mouse ES cells. mouse ES Peg3-LacZ reporter, beta-gal luminescence, 40 h. Potency, µM (highest dose often 60.7 µM), for inactives: at the top dose activity change, positive = activation, most hits filed as activators. 110,000 tested, 0.02% active. AID 1948;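 further: 0% = negative control wells on the plate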
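Imprint erasure is scored as LacZ activity from the silenced maternal Peg3 allele in feeder-free female ES cells cultured 40 h with LIF. Luminescence is normalized to in-plate negative controls and fitted to the Hill equation.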
The depositor's hits bear a star; ? = inconclusive; nt = not tested or not shown; & = joins results of further samples; [ ] = remark or other dose. Unless noted, the call rests on the fitted dose curve; in most records, active means well fitted curve in the direction sought with a large enough effect; inconclusive means small, poorly fitted or top-dose-only effect, or another doubt; inactive means no such curve, though single readings can be large; an effect the other way counts as inactive or inconclusive. Unless noted, on the % scale 0 is the no-effect control and ±100 the full control effect; potency means the concentration at half of the fitted maximal effect. Hits appear at their usual frequency; overall some 1.7% were active at least once.

Results follow in this order: p53ts 32C kill	IkB signaling	Imprint erasure	p53ts 39C kill
Cc1nc2scc(C)n2c(=O)c1S(=O)(=O)Nc1ccc(N2CCN(S(C)(=O)=O)CC2)cc1
  -10%	?	-14%[10.9 µM]	-12%
O=C(NC1CCCCC1)C(c1ccccc1)N1CCOCC1 (stereo unspecified)
  -11%	-0.3%	3%	-8%
Cc1ccc2scc(N3CCN(c4ccccc4)CC3)c(=O)c2c1
  -11%	?	5%[10.9 µM]	-3%
CCCCNC(=O)CC1Nc2ccccc2NC1=O (stereo unspecified)
  3%	2.3%	-1%	4%
CCCOc1ccc(S(=O)(=O)NCCN2CCOCC2)c2ccccc12
  -2%	-0.3%	0%	0%
Cc1ccc(C)c(/C(O)=C2\C(=O)C(=O)N(CCCn3ccnc3)C2c2ccncc2)c1 (stereo unspecified)
  3%	0.5%	-8%	-14%
O=C(Nc1ccccc1Cl)c1c(F)c(F)c(F)c(F)c1F
  -10%	9.0%	-9%	-4%
CCC1Oc2ccc(C)cc2N(CC(=O)NCc2ccccc2OC)C1=O (stereo unspecified)
  3%	-0.9%	-16%	-12%
Cc1cc(C)cc(N(CC(=O)Nc2c(C)n(C)n(-c3ccccc3)c2=O)S(C)(=O)=O)c1
  9%	0.7%	0%	14%
O=C(COc1ccc(F)cc1)Nc1ccc(C(=O)OCc2cc(=O)n3nc(C4CC4)sc3n2)cc1
  -7%	-0.3%	-4%[10.9 µM]	-20%
Cc1cc(C)c(NC(=O)Cn2cc3c(n2)CCCC3)c(C)c1
  -8%	0.7%	-13%	-4%
COc1ccc(C)cc1Nc1nc(N)c2cc(OC)c(OC)cc2n1
  20µM*	?	8%[10.9 µM]	20µM*
Cc1cc(C(F)(F)F)nc(SCC(=O)NC2CC3CCC2C3)n1 (stereo unspecified)
  15%	0.2%	-15%	15%
COc1ccc(-c2cc3nc(C4CCN(C(=O)OC(C)(C)C)CC4)c(C(=O)Nc4cc(Cl)cc(Cl)c4)cn3n2)cc1
  -8%	0.7%	-7%[10.9 µM]	18%
COc1cccc(-c2nc(C(N)=O)c3[nH]c(=O)n(-c4cccc(Cl)c4)c3n2)c1OC
  8%	3.7%	-12%	0%
COc1ccc(-c2nsc(NC(=O)COc3ccccc3OC)n2)cc1
  ?	0.3%	-9%[10.9 µM]	-27%
Cc1cccc(N2CCN(C(=O)CCS(=O)(=O)c3ccc4c(c3)oc(=O)n4C)CC2)c1C
  3%	?	-5%[10.9 µM]	-18%
CCN(CC)Cc1c[nH]c2c(C(=O)OC)cccc12
  -7%	?	-8%	10%
O=C(O)c1cccnc1-c1ncccc1C(=O)O
  6%	1.5%	-3%	9%
CCCCC(CC)Cn1c(Oc2ccccc2)nc2c1c(=O)n(C)c(=O)n2C (stereo unspecified)
  26%	?	-17%[10.9 µM]	-13%

Gathered by group: those above with an NH in an aromatic ring
Results follow in this order: p53ts 32C kill	IkB signaling	Imprint erasure	p53ts 39C kill
COc1cccc(-c2nc(C(N)=O)c3[nH]c(=O)n(-c4cccc(Cl)c4)c3n2)c1OC
  8%	3.7%	-12%	0%
CCN(CC)Cc1c[nH]c2c(C(=O)OC)cccc12
  -7%	?	-8%	10%

Additional compounds follow.
Results follow in this order: p53ts 32C kill	IkB signaling	Imprint erasure	p53ts 39C kill
Cc1cc(C)c2nc(C(F)(F)F)nc(N3CC(C)OC(C)C3)c2c1 (stereo unspecified)
  10%	3.1%	-9%	6%
Cc1cccc(N2CCN(C(=O)NCc3noc4ccccc34)CC2)c1C
  -2%	?	-18%[10.9 µM]	-9%
COc1ccccc1-c1cc(C(F)(F)F)nc(S(=O)(=O)CCCC(=O)Nc2cc(Br)ccc2O)n1
  20µM*	?	-17%[10.9 µM]	?
O=C(Nc1ccccc1N1CCN(c2ccc(F)cc2)CC1)c1ccccc1
  -3%	1.4%	-6%	-2%
O=c1cc(O)nc(SC23CC4CC(CC(C4)C2)C3)[nH]1
  5%	1.6%	-2%	2%
Clc1ccc2nc(Nc3ccccc3Cl)nc(-c3ccccc3)c2c1
  1%	2.5%	-12%[10.9 µM]	-8%
CC1CCc2onc(C(=O)Nc3ccc(Cl)cc3)c2C1 (stereo unspecified)
  -3%	?	-15%[10.9 µM]	7%
Cc1cc(NC(=O)COc2ccc(N(C)S(=O)(=O)c3ccccc3)cc2)no1
  0%	?	-5%	-8%
Cc1ccc(C(=O)OCC(=O)Nc2ccccc2N2CCOCC2)cc1
  7%	nt	nt	-2%
COc1cc(C(=O)Nc2ccc(OCC(=O)O)cc2)cc(OC)c1OC
  18%	1.4%	5%	15%

Laid out differently: entries from further up
Cc1cccc(N2CCN(C(=O)NCc3noc4ccccc34)CC2)c1C
  p53ts 32C kill: -2%	IkB signaling: ?	Imprint erasure: -18%[10.9 µM]	p53ts 39C kill: -9%
COc1ccccc1-c1cc(C(F)(F)F)nc(S(=O)(=O)CCCC(=O)Nc2cc(Br)ccc2O)n1
  p53ts 32C kill: 20µM*	IkB signaling: ?	Imprint erasure: -17%[10.9 µM]	p53ts 39C kill: ?
O=C(Nc1ccccc1N1CCN(c2ccc(F)cc2)CC1)c1ccccc1
  p53ts 32C kill: -3%	IkB signaling: 1.4%	Imprint erasure: -6%	p53ts 39C kill: -2%
O=c1cc(O)nc(SC23CC4CC(CC(C4)C2)C3)[nH]1
  p53ts 32C kill: 5%	IkB signaling: 1.6%	Imprint erasure: -2%	p53ts 39C kill: 2%

More entries.
Results follow in this order: p53ts 32C kill	IkB signaling	Imprint erasure	p53ts 39C kill
NC(=O)C1CC(O)CN1c1nc(CN2CCOCC2)nc2scc(-c3ccccc3)c12 (stereo unspecified)
  1%	0.8%	-6%	2%
Cc1nc2c(-c3ccccc3)c(C)nn2c(C)c1CCC(=O)NCc1cccc(Cl)c1
  -18%	1.1%	-9%[10.9 µM]	?
Cc1ccc(CNC(=O)[C@H](C)[C@@H]2C[C@@]2(C)[C@@H](NC(=O)OCc2ccccc2)c2ccccc2)c(F)c1F
  20%	nt	-17%	-7%
O=C(CN1CCCN(Cc2ccc(F)cc2)S1(=O)=O)Nc1ccc2c(c1)OCCO2
  13%	?	-9%[10.9 µM]	-6%
O=C(c1ccccc1)N1CCCC(c2nc3c(nnn3Cc3ccc(F)cc3F)c(=O)[nH]2)C1 (stereo unspecified)
  0%	0.8%	2%[10.9 µM]	-2%
CN1C(=O)NC2(O)C(=O)c3ccccc3C12O (stereo unspecified)
  -3%	nt	nt	10%
CCOc1ccc2[nH]c(=O)c(CN(Cc3ccco3)Cc3nnnn3Cc3ccccc3)cc2c1
  18%	?	-10%	0%
COCCn1c(=O)cnc2cnc(N(C)C)nc21
  1%	-0.2%[11.4 µM]	-5%	4%
CCN1CCN(C(=O)C(C)N(c2ccc(C)cc2)S(C)(=O)=O)CC1 (stereo unspecified)
  2%	-0.4%	16%	6%
CCc1nnc(SCc2c(F)cccc2Cl)c2cc3sccc3n12
  0%	?	5%[10.9 µM]	-4%
CCCn1c(SCC(=O)Nc2nc(C)cs2)nnc1-c1cccnc1
  0%	0.3%	-16%	-4%
O=c1cc(CSc2nnnn2-c2ccccc2)nc2nc[nH]n12
  -4%	0.5%	-5%	6%
CCN(CC)CCCNC(=O)c1c(C)oc2ncnc(N3CCOCC3)c12
  -6%	-2.2%	-11%[10.9 µM]	14%
COc1ccc(Cl)c(Cn2c(NCCCO)nc3c2c(=O)n(C)c(=O)n3C)c1
  -4%	1.9%	-14%	-1%
CCc1cccc(CC)c1NC(=O)CN(C)S(=O)(=O)c1ccc2c(c1)n(C)c(=O)c(=O)n2C
  2%	-0.4%	-14%[10.9 µM]	-8%
Fc1ccc(-c2cc3nc(-c4ccccc4)cc(N4CCOCC4)n3n2)cc1
  -1%	?	3%	-3%
O=C(NCc1cn2ccsc2n1)c1cccc(C(F)(F)F)c1
  8%	-3.0%	-10%	5%
CCOC(=O)CSc1nnc(CSc2nc3ccccc3c(=O)[nH]2)n1-c1ccccc1
  -10%	?	-1%	8%
Cc1ccc(N(CC(=O)Nc2ccc(S(=O)(=O)N3CCOCC3)cc2)S(C)(=O)=O)cc1C
  3%	2.1%	-8%	1%
CCOC(=O)c1[nH]c(C)c(C(=O)NC2CCCCCC2)c1C
  21%	-1.7%	-3%	-12%
CCOc1ccc(CCNC(=O)CSc2cc(=O)n(C)c3ccc(Cl)cc23)cc1OCC
  8%	?	16%[10.9 µM]	-5%&-10%
O=C(CC(c1cccs1)N1Cc2ccccc2C1=O)Nc1ccc(Cl)cc1 (stereo unspecified)
  2%	1.0%	?	?
CCNc1ccc(Br)cc(C(=O)/C=C/c2ccc(Cl)cc2Cl)c1=O
  -18%	nt	nt	44%[activator]
CS(=O)(=O)c1ccc(CNC(=O)[C@H]2C[C@@H]2[C@H](NP(=O)(c2ccccc2)c2ccccc2)c2ccccc2)cc1
  6%	nt	-15%	5%
O=C(NCCN1CCOCC1)C1CCN(S(=O)(=O)N2CCCCC2)CC1
  0%	-0.8%	15%	-5%
COc1ccc(-c2c(C)c3ccc(O)c(CN4CCOCC4)c3oc2=O)cc1
  68%[activator]	-0.9%	-3%[10.9 µM]	-6%
NC(=O)C1CCN(C(=O)COc2ccc3ccccc3c2)CC1
  1%	nt	nt	2%
O=c1c2ccccc2nc2c3ccccc3ncn12
  -8%	-2.4%	-13%	-4%
O=C(Nc1ccc(Cc2ccncc2)cc1)c1ccc(Br)o1
  2%	2.8%	-23%	-1%
Nc1ccc2oc(Cc3ccc(Cl)cc3)nc2c1
  -5%	?	9%[10.9 µM]	-21%
CCc1[nH]nc2c1C1(C(=O)N(Cc3ccccc3)c3ccccc31)C(C#N)=C(N)O2 (stereo unspecified)
  30%[activator]	?	2%	12%
COc1ccc(OC)c(CCNC(=O)CC2Oc3ccccc3NC2=O)c1 (stereo unspecified)
  5%	10%	3%	1%
COc1ccccc1-c1cc2ccccc2[nH]1
  7%	nt	nt	16%
CC(C)C(NC(=O)c1cccs1)c1nnc(SCC(=O)Nc2nccs2)n1C (stereo unspecified)
  9%	-0.2%	1%	12%
Cc1cccc(CCNC(=O)c2cc(S(=O)(=O)N3CCCCC3)c[nH]2)c1
  8%	0.5%	-12%[10.9 µM]	-10%
Cc1nc(NC(=O)CN2CCOCC2)sc1-c1ccccc1
  1%	?	-14%	-9%
CCn1cc(C(=O)NCc2ccccc2OC)c(=O)c2cc(S(=O)(=O)N3CCCCCC3)ccc21
  14%	?	?	-4%
COc1ccc(NC(=O)Cn2c(=O)n(Cc3ccccc3Cl)c(=O)c3cc(OC)c(OC)cc32)cc1
  7%	3.1%	5%[10.9 µM]	-11%
CCOC(=O)N1CCN(C2CC(=O)N(c3ccc(Cl)c(Cl)c3)C2=O)CC1 (stereo unspecified)
  -12%	nt	nt	1%
O=C(Nc1cc2c(cc1Br)OCCO2)c1ccco1
  -27%	nt	nt	-8%
Cc1cccn2c(=O)c(/C=C(\C#N)c3nc4ccccc4[nH]3)c(Oc3ccc(C(C)(C)C)cc3)nc12
  -4%	?	14%[10.9 µM]	0%
CCCNC(=O)N1CCN(c2nc(C(C)C)c3c(c2C#N)CC(C)(C)OC3)CC1
  -16%	-3.2%	-4%	2%
COc1cccc(-c2nc(CS(=O)CC(=O)O)c(C)o2)c1 (stereo unspecified)
  -2%	1.9%	-34%[inhibitor]	1%
CCOC(=O)c1nnc2ccnn2c1N
  1%	0.4%	1%	2%
O=C(CSc1nc2c([nH]c3ccccc32)c(=O)n1-c1ccccc1)Nc1cccc(C(F)(F)F)c1
  3%	2.3%	12%[10.9 µM]	-17%
N#Cc1c(NC(=O)CSc2ncn[nH]2)sc2c1CCCCC2
  -1%	3.7%	-18%	9%
